# High-throughput results: PubChem BioAssay, Sanford-Burnham Center for Chemical Genomics
# beta cell repl: inducers of beta-cell replication in MIN6 cells. MIN6 cells proliferation, ATPlite luminescence, 48 h; cells starved in 0.2% serum; 100% = growth in 10% serum. proliferation, % at 10 µM. 330,000 tested, 0.29% active. AID 2380;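 active = compounds whose signal lies at least 3.5 SD above the mean of all wells on their plate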;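 note: 0% = DMSO-treated cells in low-serum medium and 100% = 10% serum control; some compounds called inactive have numbers as strong as hits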
# ATG4B inhibitor: ATG4B (human) cysteine protease inhibition; 340,000 tested, 0.51% active; inhibition, % at 8.33 µM; ATG4B cleavage of LC3-PLA2, NBD-HPC fluorescence, 1 h; in the data active = inhibition above about 40%
# APOBEC3A inh: inhibitors of human APOBEC3A DNA deaminase; P31941; recombinant A3A, FAM/TAMRA ssDNA deamination fluorescence; inhibition, % at 20 µM; 330,000 tested, 0.41% active;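 active = at least 40% inhibition at 20 µM here, with at most 30% in a related deaminase screen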;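 note: plate controls were A3A with DMSO for no effect and wells lacking A3A enzyme for full effect; some results filed as inactive read as strong as hits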
# Target sequence (P31941 whole entry, looked up): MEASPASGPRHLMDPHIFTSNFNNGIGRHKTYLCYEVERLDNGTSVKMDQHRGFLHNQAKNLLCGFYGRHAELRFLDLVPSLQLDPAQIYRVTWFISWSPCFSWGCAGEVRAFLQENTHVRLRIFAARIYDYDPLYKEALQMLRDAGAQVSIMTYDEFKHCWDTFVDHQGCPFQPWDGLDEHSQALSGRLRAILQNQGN
# hIAP act: human IAP activation | P09923 | purified human IAP, CDP-Star luminescence, 30 min; stronger effect = higher value; 1 = vehicle-only enzyme, 0 = enzyme-free background | activation factor at 10 µM | 330,000 tested, 0.16% active | AID 2524;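 active = activation factor of the enzyme at least 2-fold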; note: the source names both 10 and 20 µM as test concentration; values of inactives mirror those of a sister screen read the other way
# Target sequence (P09923 whole entry, looked up): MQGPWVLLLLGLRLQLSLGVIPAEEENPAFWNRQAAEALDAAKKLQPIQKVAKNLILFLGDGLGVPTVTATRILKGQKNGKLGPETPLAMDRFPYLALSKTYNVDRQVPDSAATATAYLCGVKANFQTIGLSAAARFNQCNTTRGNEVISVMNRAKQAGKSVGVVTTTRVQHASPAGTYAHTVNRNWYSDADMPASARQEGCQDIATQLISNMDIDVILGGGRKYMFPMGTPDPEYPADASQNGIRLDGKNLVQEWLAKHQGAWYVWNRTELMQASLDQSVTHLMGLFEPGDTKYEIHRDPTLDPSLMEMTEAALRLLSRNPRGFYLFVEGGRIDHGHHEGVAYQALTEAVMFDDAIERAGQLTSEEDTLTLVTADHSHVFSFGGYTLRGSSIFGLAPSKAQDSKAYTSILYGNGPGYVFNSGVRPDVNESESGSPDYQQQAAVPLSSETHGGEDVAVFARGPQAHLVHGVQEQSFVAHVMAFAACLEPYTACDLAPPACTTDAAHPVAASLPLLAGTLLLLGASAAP
# MPTP inh: blocks calcium-induced mitochondrial swelling. 360,000 tested, 1.4% active. inhibition, % at 10 µM. AID 602449. isolated mouse mitochondria, Ca2+ swelling absorbance, 30 min;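 active = inhibition of 50% or more, scaled per plate between neutral and stimulator controls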;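 note: 0% = DMSO wells given calcium and 100% = 1 mM EGTA wells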
# mIAP block: mouse IAP inhibition; purified mouse IAP, CDP-Star luminescence, 30 min; inhibition, % at 10 µM; 330,000 tested, 0.2% active;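 active = inhibition of at least 40% at 10 µM in the primary screen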;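 note: plate controls were DMSO with enzyme for no effect and no enzyme wells for full effect; values of inactives mirror those of a sister screen read the other way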
# APOBEC3G inh: inhibitors of human APOBEC3G DNA deaminase; inhibition, % at 20 µM; recombinant A3G, ssDNA deamination FAM/TAMRA fluorescence; AID 493012; 330,000 tested, 0.28% active; Q9HC16;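 active = inhibition of at least 40% at 20 µM, with no more than 30% in the related APOBEC3A deaminase screen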;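 note: plate controls were DMSO wells with A3G for no effect and wells lacking A3G enzyme for full effect; some compounds called inactive have numbers as strong as hits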
# mIAP activ: increases mouse intestinal alkaline phosphatase activity; 330,000 tested, 0.24% active; AID 2805; activation factor at 10 µM; muIAP, CDP-Star luminescence, 30 min; stronger effect = higher value; 1 = vehicle-only enzyme signal, 0 = enzyme-free wells;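 active = activation factor of at least 2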; note: the source names both 10 and 20 µM as test concentration; values of inactives mirror those of a sister screen read the other way
#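 System: mouse IAP enzyme. Reagent: CDP-Star chemiluminescent phosphatase substrate. Benchmarks: DMSO wells, no-enzyme wells. Times: 30 min enzyme-substrate-compound incubation at room temperature. Detection: luminescence from enzymatic CDP-Star hydrolysis. Doses: test compounds delivered from DMSO solution.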
# hIAP inh: blocks human intestinal alkaline phosphatase. P09923. purified IAP, CDP-Star luminescence, 30 min. inhibition, % at 10 µM. 330,000 tested, 0.12% active. AID 2544;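 active = inhibition reaching a set limit with compound at 10 µM in the primary screen, cut at about 35% in these data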;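 note: plate controls were DMSO wells with enzyme for no effect and no-enzyme buffer wells for full effect; values of inactives mirror those of a sister screen read the other way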
# Numbers without * were called inactive; x = no result given.
SMILES,beta cell repl,ATG4B inhibitor,APOBEC3A inh,hIAP act,MPTP inh,mIAP block,APOBEC3G inh,mIAP activ,hIAP inh
Fc1ccc(C(CNC(=S)NC2CCCCC2)N2CCOCC2)cc1 (stereo not drawn),-1,10,2,0.96,-1.4,-22,-7,1.2,4
NS(=O)(=O)c1ccc(CCNC(=O)Cc2ccc(S(=O)(=O)N3CCOCC3)s2)cc1,-3,7,0,0.85,-1.4,9,-7,0.91,15
CC(C)(C)NC(=O)NC(=O)CN1CCN(c2ccccc2)CC1,-4,-5,-3,1,1.1,6,-8,0.94,-1
CCOC(=O)c1ccc(NC(=S)NN2CCOCC2)cc1,-1,-5,1,0.96,1.7,13,0,0.87,4
O=C(COC(=O)CN1C(=O)C2CCCCC2C1=O)NC1CCS(=O)(=O)C1 (stereo not drawn),0,-4,2,0.99,1.2,17,-1,0.83,1
COc1ccccc1C(=O)COC(=O)CNS(=O)(=O)c1ccc(NC(C)=O)cc1,1,0,0,1.1,1.6,2,-3,0.98,-5
Cc1ccc(N(CC(=O)NCc2ccco2)C(=O)CCC(=O)Nc2nccs2)cc1,-2,3,1,0.97,1.1,2,-6,0.98,3
O=C(NCC(=O)N1CCCCCCC1)c1cccc([N+](=O)[O-])c1,-2,2,-1,1,-0.5,-2,-4,1,-4
Cc1cc(C(F)F)n2nc(C(=O)NCc3ccccc3F)nc2n1,-1,1,-4,1,-0.2,11,-7,0.89,-3
CCCCNCCOCCOc1ccc(F)cc1,-4,-5,-4,1,1.0,-2,-4,1,-3
COC(=O)C1CCN(C(=O)c2cc(-c3ccc(Cl)s3)nc3ccccc23)CC1,-8,-25,1,0.97,1.0,8,-4,0.93,3
Cc1ccc(SCC(=O)OC(C)C(=O)Nc2ccc(S(N)(=O)=O)cc2)cc1C (stereo not drawn),7,-10,4,0.96,-1.3,4,-8,0.96,4
CC(=O)Cn1c(CN2CC(C)CC(C)C2)nc2c1c(=O)n(C)c(=O)n2C (stereo not drawn),-3,-7,-1,0.94,-1.1,5,-2,0.95,6
Cc1cccc(NC(=O)c2ccc(S(=O)(=O)N3CCCCC3C)cc2)n1 (stereo not drawn),-3,0,3,1.1,-0.1,-10,15,1.1,-9
C#CCOCCOCCOCCNc1nc(N2CCN(C(=O)[C@H](CCCCN)n3cc(CN)nn3)CC2)nc(N2CCN(C(=O)[C@H](CCC(=O)O)n3cc(CN)nn3)CC2)n1,-2,0,0,1.1,13,2,-2,0.98,-7
Cc1noc(C)c1S(=O)(=O)Nc1ccc(C(=O)NCc2ccccc2)cc1,1,-7,0,1.1,14,-5,-4,1,-6
CC(=O)NS(=O)(=O)c1cccnc1Nc1ccc(Cl)c(Cl)c1,2,-2,-5,1,1.3,0,-7,0.99,-1
Cc1ccc(-c2nn(C)c(=O)c3ccccc23)cc1S(=O)(=O)NCCO,6,-4,3,1.1,3.4,-4,-2,1,-6
N#Cc1ccc(C(=O)Nc2nc(SCc3ccc(Cl)cc3)n[nH]2)cc1,-4,6,-2,1.5,0.6,9,-12,0.91,-51
COC(=O)Cn1ncc2c3ccccc3n(Cc3ccccc3)c2c1=O,1,-11,0,1,0.4,5,-7,0.95,0
CN(C)CCNc1nc(-c2ccccc2)c2c(c1C#N)CC(C)(C)OC2,0,5,3,1,0.3,6,-4,0.94,-2
Cc1cccc(OCC(=O)N2CCN(C(=O)CCC3CCCC3)CC2)c1,-2,4,-3,0.96,0.7,3,-7,0.97,4
CCC1(c2ccccc2)NC(=O)N(CC(=O)NNC(=O)COc2ccc(Cl)cc2C)C1=O (stereo not drawn),0,-15,-7,1.5,-0.3,8,-9,0.92,-50
COC(=O)C1C(=O)C2=C(CC1C)NC(C)=C(C(=O)OC1CCCC1)C2c1ccc(N(C)C)cc1 (stereo not drawn),0,-8,1,1,1.1,8,-5,0.92,-1
COc1ccccc1-c1cnn2c(NC3CCCC3)cc(C)nc12,-4,7,-1,1.1,0.9,10,-6,0.9,-11
O/N=C/c1cc2ccccc2n1Cc1ccccc1F,1,9,-1,1.1,0.7,0,-8,1,-8
N/C(=N\OC(=O)CC1CCCCC1)c1ccncc1,-4,0,-3,1,0.5,0,-5,0.99,-4
CC(C)c1ccc(/C=C/C(=O)Nc2nn[nH]n2)cc1,-4,x,-1,1.2,x,-6,-8,1.1,-19
Cc1cccc(Nc2c3c(nc4ncnn24)CCC3)c1,-3,-8,-2,0.84,1.5,9,-1,0.91,16
Cn1cccc1Cc1nnc(SCC(=O)Nc2ccccc2)n1-c1ccc(F)cc1,-4,0,-2,1,-3.1,2,-9,0.98,-5
Cc1cc(/C=C2\SC(=O)N(C)C2=O)c(C)n1-c1cccc(C(=O)O)c1,-2,8,23,1,-0.1,8,10,0.93,-4
Cc1ccccc1CNC(=O)c1ccccc1C(=O)O,2,-9,1,1.2,-0.1,2,2,0.98,-23
CCC(O)(CC)C(=O)NN(C(=O)Nc1csc2c1CCCC2)c1ccccc1,-3,-1,3,1,2.0,-10,-2,1.1,-2
COc1ccc(C(=O)NCc2ccc3c(c2)OCO3)cc1S(=O)(=O)N(C)Cc1ccccc1,-4,-16,-4,1.1,0.1,-15,-7,1.1,-6
COc1ccc(CNC(=O)CN(C(=O)CCC(=O)Nc2nccs2)c2ccc3c(c2)OCO3)cc1,0,8,-3,0.97,-1.2,3,-5,0.97,3
COCCCn1c(SCC(=O)Nc2ccccc2)nnc1-c1ccncc1,-2,-1,0,1.1,-0.3,-2,-3,1,-6

# Compound profiles (already shown).
# `Cc1cc(/C=C2\SC(=O)N(C)C2=O)c(C)n1-c1cccc(C(=O)O)c1` is listed as beta cell repl = -2; ATG4B inhibitor = 8; APOBEC3A inh = 23; hIAP act = 1; MPTP inh = -0.1; mIAP block = 8; APOBEC3G inh = 10; mIAP activ = 0.93; hIAP inh = -4
# `COc1ccccc1-c1cnn2c(NC3CCCC3)cc(C)nc12` is listed as beta cell repl = -4; ATG4B inhibitor = 7; APOBEC3A inh = -1; hIAP act = 1.1; MPTP inh = 0.9; mIAP block = 10; APOBEC3G inh = -6; mIAP activ = 0.9; hIAP inh = -11

# New compounds follow.
SMILES,beta cell repl,ATG4B inhibitor,APOBEC3A inh,hIAP act,MPTP inh,mIAP block,APOBEC3G inh,mIAP activ,hIAP inh
Cc1ccc(C(=O)NC(=S)Nc2cc(-c3nc4ccccc4s3)ccc2C)cc1,-6,4,-5,1.1,3.6,20,-4,0.8,-6
CC(C)=CCCC(C)CN1CCC(n2nccc2NC(=O)c2cccnc2)CC1 (stereo not drawn),0,14,0,1,0.0,-6,-2,1.1,-3
CCc1ccc2nc(N3C(=O)c4oc5ccccc5c(=O)c4C3c3ccc(OC)c(OC)c3)sc2c1 (stereo not drawn),-2,x,1,0.88,x,0,-8,1,12
Oc1ccc(C[C@H]2CNCCN2CCCCC2CCCCC2)cc1,-8,15,-1,0.97,1.0,-11,0,1.1,3
CCN(CCNC(=O)CCCn1nc(C)n2c(cc3sccc32)c1=O)c1ccccc1,5,3,-3,0.76,0.6,5,0,0.95,24
Cc1nn(C)c(C)c1/C=N/O,-1,0,-1,0.89,0.3,0,-4,1,11
COc1ccc(/C=C2\CCc3ccccc3C2=O)cc1OC,-5,11,2,1.1,1.5,8,-2,0.92,-5
COc1ccc2nc3c(cc2c1)c(NC(=O)c1cccs1)nn3CC(C)C,-4,3,0,0.82,-1.6,-22,-7,1.2,18
COc1cc(C)ccc1OCCCCOc1ccccc1C(C)=O,-3,-9,6,1.1,95*,2,2,0.98,-7
NC(=O)COc1ccc(/C=N\NC(=O)c2ccc(-c3ccccc3)cc2)cc1,-1,8,11,0.92,0.4,11,5,0.89,8
CN(c1ccc(C(=O)NC2CC2)cc1)S(=O)(=O)c1ccccc1,1,13,1,0.95,-3.0,-1,1,1,5
COc1ccc(NC(=O)c2cccc(S(=O)(=O)NCc3ccco3)c2)c(OC)c1,-3,1,-2,0.98,3.1,6,-5,0.94,2
Cn1c(CC(=O)Nc2ccc(Cl)c(Cl)c2)nnc1SCC(=O)Nc1nccs1,1,-9,0,0.78,-2.7,1,-2,0.99,22
CCOC(=O)C1(Cc2cccc(Cl)c2)CCCN(C(=O)CCN2CCCC2=O)C1 (stereo not drawn),-4,x,-4,1.3,0.9,2,-1,0.98,-35
N#CC1=C(N)Nc2ncnn2C1c1ccccc1 (stereo not drawn),0,x,-3,1.2,x,-4,-5,1,-15
O=C(O)c1cccc(NC(=S)NC(=O)c2ccc3ccccc3c2)c1,-1,15,-9,0.88,0.6,4,-7,0.96,12
CCNc1nc(NCC)n2c(SCC(=O)Nc3ccccc3Cl)nnc2n1,-4,-14,2,1.1,-1.1,2,2,0.98,-13
CCN(CC)C(=O)Nc1ccc(Br)cc1,-3,1,3,0.9,1.3,-7,-3,1.1,10
Cn1c(N)nc2ccccc2c1=O,0,8,1,0.81,0.9,8,-2,0.92,19
O=C(NCCCN1CCC(Cc2ccccc2)CC1)C1CC(=O)N(C2CCCCCC2)C1 (stereo not drawn),-5,-3,6,0.89,0.6,-9,15,1.1,12
COc1cc(NC(=O)COC(=O)CNC(=O)c2ccc(Cl)cc2)c(C)cc1[N+](=O)[O-],0,-4,2,1.2,0.8,-2,0,1,-24
CCN(C(=O)c1cccnc1SC)C12CC3CC(CC(C3)C1)C2,2,-3,0,0.98,0.6,-1,-12,1,2
O=C(Nc1ccc(Cl)cc1)N1CCC(c2ccccc2)C1 (stereo not drawn),-4,-4,1,1.2,86*,-43,-4,1.4,-16
O=C(COc1ccccc1Cl)Nc1ccc2[nH]c(=O)[nH]c2c1,4,12,2,1.1,2.2,2,-7,0.98,-10
O=C(NCc1cc(F)ccc1F)C1CCC(=O)N(C2CCCCCC2)C1 (stereo not drawn),0,-5,-5,1.2,-2.2,-2,-9,1,-18
CN(CC1CCCN(CCc2ccc(Cl)cc2)C1)C(=O)c1ccc2nc[nH]c2c1 (stereo not drawn),-1,-6,-2,1.2,-0.1,11,-7,0.89,-16
CC(/C=N/NC(=O)Cc1cccs1)=C\c1ccco1,-1,-4,-5,0.97,0.0,3,-7,0.97,2
CC(C)c1ccc(NC(=S)NN2C(C)CCCC2C)cc1 (stereo not drawn),-3,10,-3,1,-0.1,5,-4,0.95,-1
CC(=O)c1cccc(NC(=O)NC(C)c2ccncc2)c1 (stereo not drawn),-2,-2,-1,0.93,-1.9,16,-5,0.84,7
CCOC(=O)CNC(=O)CSc1nc(N(C)C)nc(N2CCOCC2)n1,5.5*,1,-3,1.1,1.1,-11,-4,1.1,-7
O=C(Cn1nnc2ccccc2c1=O)Nc1cc(C(F)(F)F)ccc1N1CCOCC1,-3,-11,0,0.98,1.9,3,2,0.97,2
Cc1cc(OC(F)F)ccc1NC(=O)Nc1ccc([N+](=O)[O-])cc1,-3,-5,-2,1,99*,11,-3,0.89,-1
COc1ccc(C)cc1NC(=O)CCNS(=O)(=O)c1cccc(C(F)(F)F)c1,-2,2,-1,1,1.6,0,-8,0.99,0
O=C(Cc1ccccc1)Nc1ccc2oc(-c3ccncc3)nc2c1,-1,-5,6,0.95,-0.5,-2,19,1,5
Cn1c(=O)[nH]c(=O)c2c1nc1n2CCCN1Cc1ccccc1,-2,-2,-3,1,-1.2,-8,-11,1.1,-3
O=C(COc1ccc(S(=O)(=O)Nc2ccccc2)cc1)NCc1ccccn1,-2,-8,-3,1.1,-0.3,4,-8,0.96,-6
